Assay outcomes: PubChem BioAssay, The Scripps Research Institute Molecular Screening Center
UHRF1 MBD2 ctr: blocks human UHRF1 binding to methylated DNA. Q96T88. UHRF1 binding to methylated oligo, TR-FRET. inhibition, % at 4.4 µM. actives 0.75% (n = 370,000). AID 687016; in the data active = inhibition above about 21%;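 also: UHRF1 SRA domain binding a hemimethylated CpG hairpin DNA probe; 0% = median of test compound wells and 100% = reference inhibitor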
TDP2 absorb: blocks human TDP2 phosphodiesterase activity; inhibition, % at 12.8 µM; actives 0.34% (n = 370,000); O95551; recombinant TDP2, T5PNP hydrolysis, p-nitrophenol absorbance 415 nm;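 active = inhibition above the mean of all tested compounds plus 3 SD, set per campaign, cut at about 25% in these data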;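 also: 0% = DMSO with enzyme and 100% = buffer with substrate but no TDP2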
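Incubation: 2 h at 37 °C; Test system: recombinant human TDP2; Quantity: enzyme 120 nM; Read-out basis: percent inhibition; Medium: 50 mM Tris-HCl pH 7.5 with Mg2+, KCl, DTT, BSA; Repeats: single replicate; Compound: 12.8 µM single point, 1% DMSO; Signal: epi absorbance; Reagent: 5 mM T5PNP chromogenic substrate; Benchmarks: no-enzyme high, DMSO-plus-enzyme low.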
DDE Tn6 FP inh: disrupts Tn6 cyclic peptide binding to fibrin D-Dimer-E complex. inhibition, % at 8.3 µM. Fibrin DD(E) TRITC-Tn6 fluorescence polarization displacement. actives 0.21% (n = 370,000). P02675;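 active = inhibition above a per-campaign cutoff: mean of compounds within control limits plus 3 SD, cut at about 15% in these data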;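 also: 0% = median of all compound wells on the plate and 100% = blocking peptide control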
PRMT1 FP inh: blocks human protein arginine methyltransferase 1 | Q99873 | inhibition, % at 2.79 µM | actives 1.3% (n = 370,000) | AID 652257 | recombinant PRMT1, activity-based probe fluorescence polarization;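 active = inhibition above about 21% made by adding two undisclosed values, limit read from the data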
KLK7 zymogen act: activators of human kallikrein-7 zymogen; P49862; purified proKLK7, EDANS-DABCYL substrate fluorescence; 100% is mature enzyme control, 0% vehicle; activation, % at 7 µM; actives 0.9% (n = 370,000);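 active = activation above the mean of all tested compounds plus 3 SD, computed per campaign excluding outliers beyond control limits, cut at about 13% in these data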
Target sequence (P49862 whole entry, looked up): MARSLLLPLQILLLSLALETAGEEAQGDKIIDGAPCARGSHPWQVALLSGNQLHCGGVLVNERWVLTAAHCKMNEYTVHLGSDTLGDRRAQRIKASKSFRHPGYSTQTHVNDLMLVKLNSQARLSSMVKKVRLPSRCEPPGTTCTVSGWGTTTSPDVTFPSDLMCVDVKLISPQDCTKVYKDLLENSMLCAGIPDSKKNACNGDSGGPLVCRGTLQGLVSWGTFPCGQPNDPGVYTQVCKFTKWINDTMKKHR
SIAE inh: inhibitors of human sialic acid acetylesterase SIAE | Q9HAT2 | SIAE FP-Rh probe binding, fluorescence polarization | inhibition, % at 9.66 µM | actives 0.69% (n = 370,000) | AID 1053197;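 active = inhibition above a cutoff: mean of compounds within the control limits plus 3 SD of those, cut at about 17% in these data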;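 also: 0% = plate median of compound wells and 100% = probe without SIAE protein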
Target sequence (Q9HAT2 whole entry, looked up): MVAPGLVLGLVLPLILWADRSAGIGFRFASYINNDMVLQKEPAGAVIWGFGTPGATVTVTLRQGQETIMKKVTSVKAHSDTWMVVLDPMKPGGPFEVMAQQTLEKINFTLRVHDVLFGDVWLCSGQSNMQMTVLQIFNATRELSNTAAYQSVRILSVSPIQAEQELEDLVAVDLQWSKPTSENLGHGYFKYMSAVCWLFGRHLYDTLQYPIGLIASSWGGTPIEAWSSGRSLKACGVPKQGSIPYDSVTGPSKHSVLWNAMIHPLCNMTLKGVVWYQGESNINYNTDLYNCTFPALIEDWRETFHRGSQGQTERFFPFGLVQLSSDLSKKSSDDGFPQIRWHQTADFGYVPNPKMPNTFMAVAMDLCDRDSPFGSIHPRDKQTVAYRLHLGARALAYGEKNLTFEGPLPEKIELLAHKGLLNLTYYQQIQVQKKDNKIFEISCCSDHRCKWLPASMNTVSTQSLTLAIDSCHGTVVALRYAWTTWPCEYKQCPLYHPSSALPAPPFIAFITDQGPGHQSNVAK
DDE Tn7 FP inh: inhibitors of Tn7 peptide binding to human fibrin DD(E). FP displacement of FITC-Tn7 peptide from fibrin DD(E); 0% = median of compound wells per plate. inhibition, % at 8.3 µM. actives 0.13% (n = 370,000);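 active = inhibition above the mean of compounds falling within the control limits plus 3 SD of them, cut at about 14% in these data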;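 also: 0% = plate median of compound wells and 100% = 10 µM Aha-Tn7 peptide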
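Assay system: human fibrin DD(E) protein / Input: 2 µM fibrin DD(E) / Benchmarks: high control of 10 µM Aha-Tn7 peptide / Measured by: fluorescence polarization of the labelled Tn7 tracer / Medium: Tris buffer with calcium and detergent, pH 7.8 / Timing: 10 min compound pre-incubation, 3 h probe incubation at room temperature / Repeats: one replicate per compound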
MBD2 inh: MBD2-methylated oligo binding inhibition; actives 0.31% (n = 370,000); TR-FRET, MBD2 binding to methylated oligonucleotide; Q9UBB5; inhibition, % at 4.4 µM; in the data active = inhibition above about 13%
LEDGF integ inh: blocks HIV-1 LEDGF/p75-dependent DNA integration | inhibition, % at 3.7 µM | AID 743269 | actives 0.64% (n = 370,000) | TR-FRET IN-LEDGF/p75 DNA integration, Eu/Cy5;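 active = inhibition above the screen-wide mean plus 3 SD, cut at about 13% in these data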;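 also: signal is the Cy5 over europium emission ratio at 671 and 618 nm; 0% = plate median of compound wells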
TCR-CD3 inh: blocks the human TCR-CD3 interaction; TAMRA-labeled TCR probe fluorescence, biochemical; actives 0.37% (n = 360,000); inhibition, % at 9.4 µM; in the data active = inhibition above about 19%;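 also: recombinant mutant TCR 2C K166C tagged with TAMRA read by polarization; 0% = receptor in buffer alone and 100% = receptor with positive control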
Active calls of the source: *; / = no result given.

SMILES	UHRF1 MBD2 ctr	TDP2 absorb	DDE Tn6 FP inh	PRMT1 FP inh	KLK7 zymogen act	SIAE inh	DDE Tn7 FP inh	MBD2 inh	LEDGF integ inh	TCR-CD3 inh
CCO[C@@H]1OC(C(=O)Nc2ccccc2)=C[C@H](c2coc3ccccc3c2=O)[C@H]1CCCO	7	-6	-9	2	0.3	-9	3	9	1	-8
CC(C)c1ccc(OCC(=O)NCCO)cc1	3	4	6	3	0.1	-3	-2	3	-1	-2
Cc1cc(C)cc(OCC(=O)N/N=C/c2ccco2)c1	0	-1	0	-3	0.3	11	7	3	1	2
O=C(NC(=S)Nc1cccc(NC(=O)c2ccccc2Cl)c1)c1cccs1	-3	0	7	2	-0.6	-13	8	-2	-1	3
COc1cc(SC)ccc1C(=O)NCC1CCCO1 (centres undefined)	6	2	7	2	-0.5	4	3	3	5	4
COc1ccc(/C=C2\CCCC(C(=O)C(F)(F)F)=C2O)cc1	0	-3	-1	2	-0.4	-1	2	-4	-3	-3
COc1ccc(/C=C2\SC(c3ccc(C)cc3)=NC2=O)cc1OC	5	7	-1	19	1.1	-10	-3	-2	-3	3
CC(=O)C1C(c2ccc3ncccc3c2)NC(=O)NC1(O)C(F)(F)F (centres undefined)	-3	-6	-2	-1	-0.1	-1	0	-5	1	4
COc1ccc(-c2cc(C(=O)Nc3ccc(OC)c(OC)c3)no2)cc1	0	-4	-5	-2	-0.4	7	0	-4	2	7
CN1CCN(c2ccc(NC(=O)c3cc(S(N)(=O)=O)ccc3N3CCOCC3)cc2)CC1	2	-8	1	-1	-0.4	-3	-7	3	0	10
CC(Sc1nnc(COc2ccccc2)n1Cc1ccccc1)C(=O)O (centres undefined)	-1	-1	-4	-1	-0.2	-1	0	5	4	4
O=C(COC(=O)c1ccc(Cl)nc1)NC(=O)c1ccc(OC(F)F)cc1	-2	7	-4	-3	0.7	3	-5	-1	-1	0
O=C1NC2(O)C(=O)c3ccccc3C2(O)N1 (centres undefined)	4	-5	3	2	-0.1	-5	0	-3	-5	4
COc1ccc(-c2[nH]ncc2CN2CCN(C(=O)c3ccco3)CC2)cc1F	6	-7	-4	-1	0.5	1	-1	8	-1	1
Cc1cc(C)nc(SCc2ccc([N+](=O)[O-])cc2)n1	2	-7	-15	2	0.2	-2	-5	5	-4	-7

Five structures out of the list, arranged by molar mass, rising:
SMILES	UHRF1 MBD2 ctr	TDP2 absorb	DDE Tn6 FP inh	PRMT1 FP inh	KLK7 zymogen act	SIAE inh	DDE Tn7 FP inh	MBD2 inh	LEDGF integ inh	TCR-CD3 inh
CC(C)c1ccc(OCC(=O)NCCO)cc1	3	4	6	3	0.1	-3	-2	3	-1	-2
Cc1cc(C)cc(OCC(=O)N/N=C/c2ccco2)c1	0	-1	0	-3	0.3	11	7	3	1	2
COc1cc(SC)ccc1C(=O)NCC1CCCO1 (centres undefined)	6	2	7	2	-0.5	4	3	3	5	4
CC(=O)C1C(c2ccc3ncccc3c2)NC(=O)NC1(O)C(F)(F)F (centres undefined)	-3	-6	-2	-1	-0.1	-1	0	-5	1	4
O=C(NC(=S)Nc1cccc(NC(=O)c2ccccc2Cl)c1)c1cccs1	-3	0	7	2	-0.6	-13	8	-2	-1	3

The list continues.
SMILES	UHRF1 MBD2 ctr	TDP2 absorb	DDE Tn6 FP inh	PRMT1 FP inh	KLK7 zymogen act	SIAE inh	DDE Tn7 FP inh	MBD2 inh	LEDGF integ inh	TCR-CD3 inh
Cn1c(=O)c2c(nc(Sc3n[nH]c(N)n3)n2Cc2ccccc2Cl)n(C)c1=O	-1	13	4	-1	-0.2	-9	3	2	2	-4
O=C1CSC(c2ccccc2O)N1Cc1ccccc1 (centres undefined)	6	-15	-5	5	0.2	-4	3	7	-8	-4
CCn1c(CNC(=O)c2ccc(OC)cc2)nnc1SCC(=O)c1ccccc1	1	3	-6	9	0.5	-5	9	0	-8	-2
COc1ccc(N2CCN(S(=O)(=O)c3ccc4c(c3)CC(C)N4C(=O)C3CC3)CC2)cc1 (centres undefined)	15	6	2	0	-0.4	2	1	-3	-1	-5
Cc1ccc(Cl)cc1NC(=O)CSc1nncn1-c1ccccn1	0	7	3	-3	-0.1	-2	8	-5	0	2
Cc1cc(NC(=O)CCC(=O)N(CC(=O)NC2CCCC2)c2ccc(Cl)c(Cl)c2)no1	0	1	3	3	0.1	-4	3	3	1	-1
N#Cc1ccsc1NC(=O)CSc1nnc(-c2ccccc2)o1	-4	8	0	3	-0.5	0	-1	-3	-1	0
CCNC(=O)c1cc2c(c(-c3cccc(-c4cncnc4)c3)n1)[C@H](CCO)N(C(C)=O)C2	0	-1	0	1	-0.3	3	2	2	0	-6
COc1ccccc1C(=O)CN1C(=O)NC2(CCCc3ccccc32)C1=O (centres undefined)	2	-1	-3	0	0.7	3	-6	7	5	-1
CCN(CC)C(=O)CN(C)S(=O)(=O)c1cccc2nsnc12	-1	6	-5	-1	-0.3	-2	-5	-2	0	-3
CC(C)c1nnc(NC(=O)Cn2nc(-c3ccc4c(c3)OCCO4)ccc2=O)s1	6	-9	-5	-1	0.3	-2	0	3	2	-1
Cc1cccc(CN2CCC(CNC(=O)CCNC(=O)Cn3ccc4ccccc4c3=O)CC2)c1	1	5	4	-3	0.1	-4	0	-4	2	-3
CCOC(=O)C1C(C(=O)OC)=C(c2ccc(F)cc2)c2ccccc2N1S(=O)(=O)C(F)(F)F (centres undefined)	-2	8	6	-1	0.4	-2	4	2	3	1
COc1ccc(CN2CC34C=CC(O3)C(C(=O)O)C4C2=O)cc1 (centres undefined)	-2	0	7	2	0.0	-3	-2	4	-3	-5
Cc1cc(C)n2ncnc2n1	2	8	1	-1	-0.3	1	7	4	-3	1
CC(c1ccccc1F)n1cc(C(=O)NCc2ccncc2)nn1 (centres undefined)	-2	-7	-13	2	0.3	2	0	-6	1	5
CCc1cc(C(=O)NC2CCCc3c2cnn3-c2ccc(F)cc2F)no1 (centres undefined)	0	-7	-3	-4	-0.7	2	-2	1	-2	-1
Cc1cc(NC(=O)c2ccc(-c3ccc(F)c(Cl)c3)o2)no1	-1	-9	-5	-1	-0.2	1	-3	2	0	2
CN(Cc1ccccc1)S(=O)(=O)c1cccs1	1	-13	-2	-2	-0.1	-4	-8	-8	3	2
COc1ccc(F)cc1S(=O)(=O)n1cnc2ccccc21	-2	-15	9	-1	0.1	4	7	2	0	5
O=C(COCc1cc(-c2ccc3c(c2)OCO3)on1)N1CCN(c2cccc(Cl)c2)CC1	0	21	-5	3	-0.1	3	2	4	-2	-8
COc1cccc(NC(=O)CN(C)C(=O)CSc2nc(C)cc(C)n2)c1	8	2	-1	1	-0.8	2	1	-3	-6	-9
Cc1ccc(NC(=O)CCCCCN2C(=O)c3ccccc3C2=O)nc1	2	8	-1	0	-0.7	-6	-1	1	1	-2
Cc1nonc1OCCNCCNc1ccccc1[N+](=O)[O-]	-17	2	1	-2	0.2	5	11	-20	3	5
C(=C\N1CCCCCC1)/c1nnnn1-c1ccc(-c2ccccc2)cc1	0	-5	-8	1	-0.3	1	-2	5	-2	-1
CSc1ncccc1C(=O)N1CCCC(CCC(=O)NCc2ccc(F)c(F)c2)C1 (centres undefined)	0	5	0	0	0.3	11	6	0	-1	9
CCn1c(SC(C)C(=O)NCC2CCCO2)nc2scc(-c3ccccc3)c2c1=O (centres undefined)	-1	4	-2	0	-0.1	-3	4	3	-1	-1
CCC(=O)c1cn(CCOc2ccccc2OC)c2ccccc12	6	-11	-2	-1	0.2	1	0	1	4	-1
CC(=O)Nc1ccc(S(=O)(=O)Nc2ccccc2C(=O)NCc2cccnc2)cc1	1	4	5	8	-1.0	6	4	-2	-2	-10
NS(=O)(=O)c1ccc(CCNC(=O)COC(=O)c2nc(Cl)ccc2Cl)cc1	-2	-2	2	3	0.4	2	1	0	-4	-5
O=C(O)COc1ccc2c(c1)O/C(=C\c1ccco1)C2=O	63*	8	-5	24*	5.6	-9	-4	15*	41*	6
Cc1ccccc1N(C(=O)Cn1nnc2ccccc21)C(C(=O)NCc1ccco1)c1ccncc1 (centres undefined)	-2	3	-4	2	1.1	3	-2	1	1	-4
Cn1c(C(N)=O)cnc1Sc1ncc(C(F)(F)F)cc1Cl	1	1	1	-2	-0.3	-3	-7	3	0	-1
Cc1ccc(NC(=O)CSc2nnc(-c3ccoc3C)n2CCCN(C)C)cc1Cl	0	5	-7	-4	-0.5	2	4	0	1	-1
Cc1ccc(S(=O)(=O)N2CCC(=O)N(CCOCc3cccc(C)c3)CC2)cc1	6	-17	-5	2	-0.2	5	-5	0	-1	1
Cc1cccc(NC(=O)CSc2ncnc3sc(C)c(C)c23)n1	1	17	-3	0	0.8	0	-1	-3	3	-8
C/C(=N\NC(=O)C1CCCC1)c1ccc(Cl)c(Cl)c1	0	-2	-3	-2	0.7	1	1	0	-4	5
CC(=O)c1cc(F)c(N2CCN(C(=O)COc3ccccc3F)CC2)cc1C	-1	2	12	-2	-0.5	1	-2	-9	2	0
COc1ccc(-c2cccc(NS(=O)(=O)c3cc([N+](=O)[O-])ccc3C)c2)nn1	-2	2	1	-2	0.1	0	-5	2	4	-9
O=C(O)CC(CC(=O)O)(C(=O)O)c1ccccc1	4	-1	-3	-5	-0.2	-6	-4	-5	6	-3
COc1cccc(C2=Cc3ccc(F)cc3C(CC(C)=O)N2c2ccc(-c3cc(OC)c(OC)c(OC)c3)cc2)c1 (centres undefined)	-2	9	-1	2	-0.9	4	2	-3	0	-5
O=S1CCCSC1c1cccnc1 (centres undefined)	0	7	-1	1	0.2	-1	-3	-1	3	10
CCOC(=O)[C@@]12CCC3=C1N(CCC3)C(=O)[C@H](CC(=O)NCc1cccc3ccccc13)C2	-2	4	-3	1	-0.6	-1	1	1	-5	/
O=C(O)c1ccc2c(c1)C(=O)N([C@H](Cc1cccc3ccccc13)C(=O)O)C2=O	0	1	-9	3	-0.3	0	5	3	-3	-9
O=C(c1cccc(S(=O)(=O)Nc2ccccc2Cl)c1)N1CCC1	0	4	-4	1	-0.6	2	-2	2	-4	-3
CCOC(=O)c1cc(-c2ccccc2C)nn1CC1CC(c2ccc(OC)cc2)=NO1 (centres undefined)	2	-10	-7	0	1.2	-8	-3	1	-2	-3
COC(=O)c1c(-c2ccc(OC)cc2)c2c(c3c4ccccc4n(S(=O)(=O)c4ccc(C)cc4)c13)C(=O)N(C)C2	1	1	3	3	-0.4	-1	2	-1	-1	1
COCCNC(=O)C(c1ccc(O)cc1)N(Cc1cccs1)C(=O)CCC(=O)Nc1ccccn1 (centres undefined)	0	15	-4	-4	-0.8	-2	6	-5	3	2
